RBX1-CUL1 inh – blocks human RBX1-Cullin-1 di-ubiquitin formation; P62877+Q13616; in vitro K48 di-Ub FRET, acceptor:donor ratio, 45 min; inhibition, % at 10 µM; actives 0.6% (n = 140,000); AID 1347404; in the data active = inhibition above about 25%
Target sequence (P62877 whole entry, looked up): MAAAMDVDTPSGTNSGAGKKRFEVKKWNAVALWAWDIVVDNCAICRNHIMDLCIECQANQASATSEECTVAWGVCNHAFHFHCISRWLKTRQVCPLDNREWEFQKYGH
Target sequence (Q13616 whole entry, looked up): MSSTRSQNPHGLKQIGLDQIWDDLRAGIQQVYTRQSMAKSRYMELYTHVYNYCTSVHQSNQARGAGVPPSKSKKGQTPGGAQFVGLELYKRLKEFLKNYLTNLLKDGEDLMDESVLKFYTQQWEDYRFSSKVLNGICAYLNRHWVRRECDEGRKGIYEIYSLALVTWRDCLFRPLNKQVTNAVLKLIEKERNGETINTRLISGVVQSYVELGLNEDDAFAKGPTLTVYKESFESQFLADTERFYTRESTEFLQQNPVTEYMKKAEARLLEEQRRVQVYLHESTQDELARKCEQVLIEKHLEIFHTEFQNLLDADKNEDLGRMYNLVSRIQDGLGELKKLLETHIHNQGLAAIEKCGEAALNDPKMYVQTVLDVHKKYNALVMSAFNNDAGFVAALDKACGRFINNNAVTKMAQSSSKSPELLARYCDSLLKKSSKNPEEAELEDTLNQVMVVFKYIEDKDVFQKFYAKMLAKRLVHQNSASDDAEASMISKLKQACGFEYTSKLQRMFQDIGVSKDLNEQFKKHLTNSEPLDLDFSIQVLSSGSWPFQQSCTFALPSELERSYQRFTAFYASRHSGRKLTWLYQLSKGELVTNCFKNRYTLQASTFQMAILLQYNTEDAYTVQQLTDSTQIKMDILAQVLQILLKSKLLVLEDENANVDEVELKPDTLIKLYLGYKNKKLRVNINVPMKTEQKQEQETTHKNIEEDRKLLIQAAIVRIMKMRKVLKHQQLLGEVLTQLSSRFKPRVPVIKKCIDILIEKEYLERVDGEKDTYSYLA
* = called active by the depositor; & = joins results of further samples. The list is partial; the hit share may differ from the screen's.

The first two records, to show the layout:
SMILES	RBX1-CUL1 inh
CCOC(=O)Cc1cc(=O)n2[nH]c(SC)nc2n1	7
O=C1CC(=NCc2ccc(Cl)cc2)CC(c2ccco2)C1 (stereo unspecified)	-8

The listing (from the top)
SMILES	RBX1-CUL1 inh
CCOC(=O)Cc1cc(=O)n2[nH]c(SC)nc2n1	7
O=C1CC(=NCc2ccc(Cl)cc2)CC(c2ccco2)C1 (stereo unspecified)	-8
COC(=O)c1cnc(N2CCOCC2)nc1C	5
O=S(=O)(Nc1ccc(F)cc1)c1c(F)cccc1F	11
COc1ccc(/C=C/C(=O)c2c(OC)ccc3c(-c4ccccc4)cc(=O)oc23)cc1	8
COCCN1C(=O)C(C(c2ccccc2Cl)N2CCCCC2)C(=O)C=C1C (stereo unspecified)	-6
O=C1CS(=O)(=O)C2(C(=O)Nc3ccccc32)N1c1cccc(Cl)c1 (stereo unspecified)	2
O=C1C(Cc2cn(Cc3ccccc3)c3ccccc23)=NC(=S)N1c1ccccc1	5
Cc1ccc2nc(-c3ccc(Cl)cc3)n(Cc3ccc(Cl)cc3)c2c1	9
CCOC(=O)c1ccccc1NC(=O)CN(c1cccc(C)c1C)S(=O)(=O)c1ccccc1	3
COc1cccc2sc(N(Cc3cccnc3)C(=O)COc3ccccc3)nc12	5
Cc1ccccc1-c1noc(-c2ccc(NC3CCCC3)c([N+](=O)[O-])c2)n1	-3
Cc1ccc2c(c1)c1c3n2CCN(C(=O)CN2CCN(C(=O)c4ccco4)CC2)C3CCC1 (stereo unspecified)	18
COCCN1C(=O)C(C(c2cccc(F)c2)N2CCN(c3ccccc3)CC2)C(=O)C=C1C (stereo unspecified)	2
Cc1ccccc1C(=O)Nc1cccc(-c2cn3cccnc3n2)c1	0
CCOc1ccc(C(=O)NCC2COc3ccccc3O2)cc1 (stereo unspecified)	3
O=C(Cn1c(=O)ccc2cc(S(=O)(=O)N3CCCC3)ccc21)Nc1ccc(Cl)cc1	5
CCCCOC(=O)c1ccc(NC(=O)/C(C#N)=C/c2ccc(-c3ccccc3)o2)cc1	-3
CCCCN(C(=O)C1CCN(C(=O)c2ccccc2F)CC1)c1ccccc1	7
O=C(Nc1ccc(F)cc1)Nc1ccccc1Br	2
Cc1ccc(Cl)cc1N1CCN(C(=O)c2csc(C)c2C)CC1	-7
O=C(Cc1ccc(Cl)cc1)OCC(=O)c1ccc(F)cc1	-9
COC(=O)c1cc2oc3ccccc3c2n1Cc1nc(-c2ccccc2C)oc1C	3
CCOCCCn1c(=N)c(C(=O)NC(C)c2ccccc2)cc2c(=O)n3cccc(C)c3nc21 (stereo unspecified)	-3
O=C(CC(c1cccc(O)c1)c1ccccc1O)N1CCCCCCC1 (stereo unspecified)	-1
Cc1cc(Br)cc(C)c1OCC(=O)Nc1ccccc1Br	-6
CCOC(=O)c1c(C)oc2nc(C)nc(NCCc3ccc(SC)cc3)c12	5
COc1cc(NC(=O)CCN2CCN(CCO)CC2)cc(OC)c1	3
COCc1cc(C)nc(OCC(=O)N/N=C/c2ccc(-c3cc(C(=O)OC)ccc3Cl)o2)c1C#N	-3
COc1ccccc1N1CCN(C(=O)c2cnn3cccnc23)CC1	-2
CCC(C)(C)C1CCc2c(sc(NC(=O)C3CC4CCC3C4)c2C#N)C1 (stereo unspecified)	3
O=C(NCCCc1nc2ccccc2n1Cc1ccc(F)cc1)C1CCCCC1	0
CC(=O)Nc1nc(C)nc(-c2ccccc2)c1C(C)=O	-3
CN1C(=O)C(C=NNC(=O)c2cc3ccccc3cc2O)c2ccccc21 (stereo unspecified)	3
CCc1ccc(CCC(=O)N2CCN(c3ccccc3)CC2)cc1	5
COC(=O)c1oc(OC)c(C(=O)OC)c1C(=O)OC	2
C=CCC(O)(CC=C)C(C)NC(=O)Cn1cc(NC(=O)CCc2ccccc2OC)cn1 (stereo unspecified)	9
CCOC(=O)NS(=O)(=O)c1cnccc1Sc1cccc(C)c1	7
Cc1ccc(SCCNC(=O)CN(c2ccccc2)S(=O)(=O)N(C)C)cc1	-2
c1ccc(-c2cc3nccc(-c4ccccn4)n3n2)cc1	1
COc1ccc(-c2oc3ccccc3c(=O)c2OS(=O)(=O)c2cc(OC)ccc2OC)cc1	1
O=C(NCc1ccc(F)cc1)NC(=O)C(F)(F)F	0
Cc1cccc(C(=O)N2CCc3cc(CNS(=O)(=O)c4ccc(Cl)s4)ccc32)c1	4
O=C(OCc1ccc(Br)cc1)c1ccc2c(c1)-c1ccccc1C2=O	8
CC(C)c1n[nH]c2c1CN(C(=O)CN(C)C1CCS(=O)(=O)C1)CC2 (stereo unspecified)	14
COc1cccc(OCCSc2nnc3sc4ccccc4n23)c1	11
O=C(c1cn(Cc2cccc(C(F)(F)F)c2)nn1)N1CCOCC1	-8
O=C(Nc1ccc2[nH]c3c(c2c1)CCCC3)c1ccc(F)cc1	8
CCOc1ccccc1CNC(=O)c1cnn(-c2ccc(C)cc2)c1-n1cccc1	0
COc1cc(NC(=O)c2sc3nc4n(c(=O)c3c2C)CCCCC4)cc(OC)c1OC	0
O=C(COc1cccc(NC(=O)c2ccco2)c1)c1ccccc1	-4
CC(=O)Nc1cccc(C(=O)CCC(=O)O)c1	5
CCCCCCCCOc1ccc(N=C(CC)C(CC)=Nc2ccc(OCCCCCCCC)cc2)cc1	-6
Clc1ccccc1/C=C/C=N/Nc1nc(N2CCCCC2)nc(N2CCCCC2)n1	1
C=CCn1c(Cc2ccccc2)n[nH]c1=S	5
Cc1cc(C)c(NC(=O)CSc2nc(-c3ccc(F)cc3)nc3c2Cc2c(CO)cnc(C)c2O3)c(C)c1	-4
O=C(NCc1ccccn1)C1CC(c2ccccc2Cl)=NO1 (stereo unspecified)	3
COc1ccc(OC)c(NC(=O)c2sc3nc4c(cc3c2N)CCCCCC4)c1	-10&11
O=C(CSC1=Nc2ccccc2N=C(c2ccc(F)cc2)C1)Nc1ccc(Cl)cc1	6
CCN(c1ccccc1)c1ccc2cc(S(=O)(=O)N3CCCC3)ccc2n1	-2
Further structures follow.
SMILES	RBX1-CUL1 inh
CCOC(=O)C1C(=O)/C(=C/c2ccc(N(C)C)cc2)SC1=Nc1ccccc1 (stereo unspecified)	4
Cc1cccc(NC(=O)C2CCCN(S(=O)(=O)c3ccc4c(c3)CCCC(=O)N4)C2)c1 (stereo unspecified)	-2
c1ccc2oc(-c3nn4c(-c5ccncc5)nnc4s3)cc2c1	-10
Cc1ccccc1C(=O)Nc1sc2c(c1C(=O)N1CCCCC1)CCC(C(C)(C)C)C2 (stereo unspecified)	2
N#CC1C(=N)Oc2c(ccc3ccccc23)C1c1cc(Br)ccc1F (stereo unspecified)	2
C/C(=C1/C(=O)N(c2nc3ccccc3s2)N=C1c1ccccc1)N1CCOCC1	-1
O=C(NCN1CCN(c2ccccc2)CC1)c1cccnc1	7
O=C(Nc1nccs1)c1cccs1	-1
CN(C)c1ccc(CNC(=O)C2COc3ccccc3C2)cc1 (stereo unspecified)	2
COc1ccc(-c2cc(C(F)(F)F)n3ncc(C(=O)OC(C)C)c3n2)cc1	7
Cc1ccc(C2c3[nH]c4ccccc4c3CC3C(=O)N(c4cccc(Cl)c4)C(=S)N32)cc1 (stereo unspecified)	2
COC(=O)CS(=O)(=O)c1nc2ccccc2nc1N1CCCCC1	-3
CC(C)COc1ccc(C(=O)Nc2onc3c2CCCC3)cc1	-6
Cc1ccc2oc(=O)n(CCNC(=O)Nc3ccccc3Cl)c2c1	2
Cc1ccc(C(=O)Nc2ccccc2C(=O)O)cc1N	-1
CC1(C)CC(CCNC(=O)CCC2(Cc3ccsc3)CCC(=O)N2)(c2ccccc2)CCO1 (stereo unspecified)	6
NCC1c2ccccc2C=Cc2ccc(Cl)cc21 (stereo unspecified)	12
COc1ccc2c(c1)CC(C(=O)NCCCN1CCN(c3cccc(Cl)c3)CC1)CO2 (stereo unspecified)	2
CCOC(=O)c1cccc(NC(=O)COc2ccccc2C)c1	-6
CC(=O)N1CCC(NC2CCCN(Cc3ccc(Cl)cc3)C2)CC1 (stereo unspecified)	9
COc1ccc(-c2nc3cc(C#N)ccc3n2Cc2ccc(Cl)cc2)cc1OC	6
Clc1ccccc1N1CCN(Cc2nnc(-c3ccccc3)o2)CC1	-1
COc1ccc(/C=C2\C=C(c3ccccc3)N(c3ccc(N(C)C)cc3)C2=O)cc1	-4
Cc1cc2c(c(=O)o1)C(c1ccccc1)C(C#N)C(=N)O2 (stereo unspecified)	-2
Oc1ccc(-c2nc(=S)[nH][nH]2)cc1	2
COc1cc(C(=O)/C(=C/c2ccc(C)cc2)c2nc3ccccc3o2)cc(OC)c1OC	-2
O=C(NCCSc1c(-c2ccc(Br)cc2)[nH]c2ccccc12)c1ccc(S(=O)(=O)N2CCOCC2)cc1	-4
COCCN1CCN(C(=O)CN2CCCC2=O)CC1	-3
COc1cc(/C=C(\C#N)c2nn(CCO)c(N)c2C#N)ccc1OCc1ccc(C)cc1	-1
Cc1ccc(CNC(=O)CSc2nc3ccccc3nc2Cc2ccc(C)cc2)cc1	-4
CC(Oc1ccc(Cl)cc1Cl)C(=O)NCCc1cccc(Cl)c1 (stereo unspecified)	-4
O=C(CN1CCCCC1)Nc1ccc(Br)c(Cl)c1	11
Cc1cccc(C)c1OCCCCCCNCc1ccco1	2
Cc1cccc(NC(=O)c2ccccc2NC(=O)C2CCCCC2C(=O)O)c1 (stereo unspecified)	1
CCCNS(=O)(=O)c1ccc(OC)c(C(=O)O)c1	-1
CC(=O)c1ccc(NC(=O)c2ccc(C(C)(C)C)cc2)cc1	4
COc1ccc2c(c1OC)CCCC2=O	7
Cc1ccc(N=C2S/C(=C/c3ccc(F)cc3)C(=O)N2C)cc1C	-8
COc1cc(C(=O)N(CCO)Cc2cccs2)ccc1OC1CCN(C)CC1	11
COc1cc2c(=O)c(C(=O)c3ccc(C)c(C)c3)cn(Cc3ccc(F)cc3)c2cc1OC	-1
O=C(Nc1nc2ccccc2s1)C(C(F)(F)F)C(F)(F)F	74*
CCc1cc(S(=O)(=O)N2CCN(C)CC2)ccc1OC	-6
Cc1c(Cl)cccc1NC(=O)Cn1nnc2sc3c(c2c1=O)CCCC3	-1
COc1ccc(CCNC(=O)CSc2cn(CCNC(=O)c3ccc(OC)c(OC)c3)c3ccccc23)cc1OC	12
CS(=O)(=O)N(CC(=O)N1CCN(c2cccc(Cl)c2)CC1)c1cc(C(F)(F)F)ccc1Cl	-5

Exported with values ahead of the structure: entries from further up.
RBX1-CUL1 inh	Structure
8	O=C(OCc1ccc(Br)cc1)c1ccc2c(c1)-c1ccccc1C2=O
14	CC(C)c1n[nH]c2c1CN(C(=O)CN(C)C1CCS(=O)(=O)C1)CC2 (stereo unspecified)
11	COc1cccc(OCCSc2nnc3sc4ccccc4n23)c1
-8	O=C(c1cn(Cc2cccc(C(F)(F)F)c2)nn1)N1CCOCC1
8	O=C(Nc1ccc2[nH]c3c(c2c1)CCCC3)c1ccc(F)cc1
0	CCOc1ccccc1CNC(=O)c1cnn(-c2ccc(C)cc2)c1-n1cccc1
0	COc1cc(NC(=O)c2sc3nc4n(c(=O)c3c2C)CCCCC4)cc(OC)c1OC
-4	O=C(COc1cccc(NC(=O)c2ccco2)c1)c1ccccc1
5	CC(=O)Nc1cccc(C(=O)CCC(=O)O)c1
-6	CCCCCCCCOc1ccc(N=C(CC)C(CC)=Nc2ccc(OCCCCCCCC)cc2)cc1
1	Clc1ccccc1/C=C/C=N/Nc1nc(N2CCCCC2)nc(N2CCCCC2)n1
5	C=CCn1c(Cc2ccccc2)n[nH]c1=S
-4	Cc1cc(C)c(NC(=O)CSc2nc(-c3ccc(F)cc3)nc3c2Cc2c(CO)cnc(C)c2O3)c(C)c1
3	O=C(NCc1ccccn1)C1CC(c2ccccc2Cl)=NO1 (stereo unspecified)
-10&11	COc1ccc(OC)c(NC(=O)c2sc3nc4c(cc3c2N)CCCCCC4)c1
6	O=C(CSC1=Nc2ccccc2N=C(c2ccc(F)cc2)C1)Nc1ccc(Cl)cc1
-2	CCN(c1ccccc1)c1ccc2cc(S(=O)(=O)N3CCCC3)ccc2n1
4	CCOC(=O)C1C(=O)/C(=C/c2ccc(N(C)C)cc2)SC1=Nc1ccccc1 (stereo unspecified)

(further entries)
SMILES	RBX1-CUL1 inh
O=C(CN1CCN(S(=O)(=O)c2ccccc2)CC1)NC1CCCCC1	8
COC(=O)C1CC(c2c(OC)cc(OC)cc2OC)=NO1 (stereo unspecified)	-2
Cc1ccc(CNC(=O)Cn2c(=O)ccc3cc(S(=O)(=O)N4CCC(C)CC4)ccc32)cc1	-3
O=C(O)c1cc(-c2ccccc2)cs1	-3
CCn1cc(CN2CCOC(Cc3cccc(C(F)(F)F)c3)C2)cn1 (stereo unspecified)	-3
CC(=O)c1ccccc1OC(=O)c1cccc(N2C(=O)C3C4C=CC(C4)C3C2=O)c1 (stereo unspecified)	-13
O=C1Nc2ccc(F)cc2C12NC(c1ccccc1)C([N+](=O)[O-])C2c1ccccc1 (stereo unspecified)	2
CC(C)c1ccc(S(=O)(=O)N2CCC(N3CCN(Cc4ccccc4)C(=O)C3=O)CC2)cc1	9
COc1ccc(C(C)N(C)NC(=O)C(O)(c2ccc(OC)cc2)c2ccc(OC)cc2)cc1 (stereo unspecified)	3
COc1cc(C=C2C(=O)N(C)C(=O)N(C)C2=O)cc(Cl)c1OCCOc1ccc(Br)cc1	1
COc1ccc(C(=O)/C=C/c2cccs2)c(O)c1	3
Cc1ncc2c(c1-c1noc(-c3cccn3C)n1)CCN(Cc1ccncc1)C2	11
CC1=C/C(=N\OS(=O)(=O)c2ccc(C)cc2)C2C(C1=O)C2(C)C (stereo unspecified)	-8
CCCN(OC(=O)Nc1ccc(Cl)c(Cl)c1)C(=O)OC	-13
COc1ccc(Cl)cc1C(=O)N1CCCN(C)CC1	7
CCS(=O)(=O)c1ncc(Cl)c(C(=O)N2CCN(c3ccc(OC)cc3)CC2)n1	-5
OCC1CCCN(C(=S)NCCc2ccccc2)C1 (stereo unspecified)	2
COc1ccc(CCNC(=O)C2CCN(Cc3nc(-c4ccc(OC)c(OC)c4)oc3C)CC2)cc1OC	-7
Cc1ccc(OCC(=O)N(c2ccc(C)cc2)S(=O)(=O)c2ccc(Cl)cc2)cc1	2
COc1ccc(Br)cc1/C=N/Nc1nnc(-c2ccccc2)c(-c2ccccc2)n1	2
O=C(Cn1ccn(-c2ccc(F)cc2)c(=O)c1=O)Nc1ccccc1C(F)(F)F	-9
COc1ccc(Cl)cc1NC(=O)Cn1c2ncccc2c(=O)n1-c1ccc(C)c(C)c1	0
CC1(C)CC2(C)C=C3CC(C)(C)C(C(=O)O)=C3C(C(=O)O)(C1)C2 (stereo unspecified)	10
C=CCOc1ccc(C(Nc2cccc(C)n2)c2ccc3ccc(C)nc3c2O)cc1 (stereo unspecified)	-2
